AT treatment: potential ataxia-telangiectasia treatments restoring KAP-1 phosphorylation; […] A-T fibroblasts, KAP-1 phosphorylation AlphaLISA; neocarzinostatin DNA damage 30 min before lysis; Potency, µM (series often up to 57.5 µM), without a hit: top-dose activation, hits mostly activators; 320,000 tested, 0.19% active; also: potency is read from the fitted curve at half-maximal effect; % of control where 0% means no effect; nearly all actives have a fitted effect of over 45% in size
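ATM-like activity read as KAP-1 phosphorylation via AlphaLISA donor/acceptor antibody pairs after lysis and 6 hr at 25C. Cells were ATM-null patient fibroblasts ([…], hTERT), dosed 60 min, then exposed to the DSB inducer NCS for 30 min.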
ASM inhibitor: blocks human secretory acid sphingomyelinase | P17405 | placental ASM, HMU-PC fluorogenic substrate, 60 min | Potency, µM (top dose mostly 57.5 µM), for inactives: at the highest dose activity change, negative = inhibition, actives largely listed as inhibitors | 340,000 tested, 0.006% active | AID 504937; also: potency is read from the fitted curve at half-maximal effect
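HMU-PC0 cleavage (9 uM final) by human placental ASM, 60 min at 37 °C following 10 min compound exposure at RT; stopped at pH 10, fluorescence Ex 386/Em 447 nm.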
Mito fusion yeast: inhibitors of mitochondrial division or activators of mitochondrial fusion; 320,000 tested, 0.23% active; Potency, µM (top dose mostly 46.1 µM), for the others: top-dose growth rescue (activation), most hits filed as activators; S. cerevisiae fusion-defective mutant growth rescue, CellTiterGlo 48 h;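 also: potency is read from the fitted curve at half-maximal effect; % of control where 0% means no effect; nearly all actives have a fitted effect of over 45% in size; temperature-sensitive fusion mutants such as fzo1-1 at 37 °C on non-fermentable ethanol glycerol medium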
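Temperature-sensitive fusion-defective S. cerevisiae (e.g. fzo1-1, mgm1-5) were grown with compound in YPEG medium (3% ethanol, 3% glycerol) for 48 hours at 37C. Growth rescue was measured as viability by CellTiterGlo luminescence after 10 minutes at ambient.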
Eya2 phos inh: Eya2 (human) phosphatase inhibition. O00167. recombinant Eya2, OMFP fluorescence dephosphorylation (OMFP is methylfluorescein phosphate). Potency, µM (doses to about 76.9 µM), for the others: at the highest dose activity, negative = inhibition, hits mostly inhibitors. 330,000 tested, 0.006% active; also: potency is read from the fitted curve at half-maximal effect; % is scaled to controls: 0 for no effect and ±100 for the full control effect
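Eya2 protein (added as 0.2 uM solution) was preincubated with compound for 10 min at ambient temperature in 50 mM HEPES pH 7.5, 50 mM NaCl, 5 uM MgCl2, 0.05% BSA, 1 mM DTT. OMFP (added at 50 uM) then reacted 10 min; fluorescence read at 485/525 nm.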
TCR act: T cell receptor activation | primary human leukocytes, anti-CD3, IL-2 HTRF, 48 h | Potency, µM (doses to about 9.22 µM), inactives show at the top dose activation of IL-2 secretion, usual class: activators | 330,000 tested, under 10 active | AID 504894; also: % of control where 0% means no effect
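Human primary leukocytes + a-CD3 beads + cpd, 48 hr; IL-2 in supernatant by HTRF (ex 320nm / em 665nm). No co-stimulatory signal supplied.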
Tb PFK inh: blocks T. brucei phosphofructokinase. O15648. T. brucei PFK, ADP-Glo luminescence. Potency, µM (titrated, usually from 57.5 µM), for inactives: at the highest dose activity, negative = inhibition, most hits filed as inhibitors. 330,000 tested, 0.17% active;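 also: potency is read from the fitted curve at half-maximal effect; 0% = uninhibited 1x PFK enzyme wells and -100% = no-enzyme wells; nearly all actives have a fitted effect of over 60% in size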
Target sequence (O15648 whole entry, looked up): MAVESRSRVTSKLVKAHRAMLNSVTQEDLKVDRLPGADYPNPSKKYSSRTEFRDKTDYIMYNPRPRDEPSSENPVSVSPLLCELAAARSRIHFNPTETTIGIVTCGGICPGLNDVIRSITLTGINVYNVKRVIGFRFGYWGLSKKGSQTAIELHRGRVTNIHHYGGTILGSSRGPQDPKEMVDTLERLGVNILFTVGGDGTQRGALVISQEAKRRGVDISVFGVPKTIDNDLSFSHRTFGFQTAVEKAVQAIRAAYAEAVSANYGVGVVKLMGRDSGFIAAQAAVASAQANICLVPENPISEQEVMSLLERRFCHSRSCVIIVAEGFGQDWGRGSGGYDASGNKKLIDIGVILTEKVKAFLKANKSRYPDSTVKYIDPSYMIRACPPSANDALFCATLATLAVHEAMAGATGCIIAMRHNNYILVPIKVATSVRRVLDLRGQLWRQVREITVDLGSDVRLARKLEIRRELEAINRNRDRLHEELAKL
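1.25 nM PFK with 0.5 mM F6P and 0.1 mM ATP in 0.1 M TEA pH 8.0, 5 mM MgCl2, incubated 45 min at room temperature; ADP measured by ADP-Glo luminescence; compounds titrated up to 57 uM.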
ELG1 DNA repair: blocks ELG1-dependent DNA repair in HEK293T cells. HEK293T ELG1-luciferase reporter, luminescence, 16 h; DNA damage induced by 5-fluorouridine. Potency, µM (top dose mostly 46.1 µM), without a hit: top-dose activity change, negative = inhibition, most hits filed as inhibitors. 330,000 tested, 2.3% active; also: potency is read from the fitted curve at half-maximal effect; % is scaled to controls: 0 for no effect and ±100 for the full control effect; nearly all actives have a fitted effect of over 55% in size
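5-Fluorouridine DNA damage + compound/DMSO, 2,000 cells/well, 16 h, 37 °C/5% CO2. ONE-Glo, 30 min RT, luminescence. Readout = decrease in reporter signal.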
Integrin act MD: integrin-mediated muscular dystrophy alleviation activation; alpha7betagal myoblasts, beta-gal FDG fluorescence, 48 h; Potency, µM (series often up to 38.3 µM), inactives show at the highest dose activation, actives largely listed as activators; 350,000 tested, 0.064% active; AID 624291;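 also: potency is read from the fitted curve at half-maximal effect; 100% = response of the positive control SU9516; nearly all actives have a fitted effect of over 60% in size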
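alpha7betagal+/- myoblasts (passage 13, 250/well) treated 48 h at 37C with compounds at 1:260 dilution of DMSO stock. Lysed, then beta-galactosidase activity read as FDG fluorescence (ex 480/em 540) after 30 min, with pre-read for autofluorescence.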
TSHR antag: human thyrotropin receptor antagonism; P16473; TSHR-expressing cells, TSH-stimulated cAMP HTRF, 2 h; stronger effect = lower value; activity change, negative = inhibition, % at 11.5 µM; 330,000 tested, 0.2% active; AID 504810;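 active = activity change below a set negative limit, meaning inhibition stronger than a set level, cut at about -70% in these data; inconclusive = activity change between two set negative limits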; also: % is scaled to controls: 0 for no effect and ±100 for the full control effect
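TSHR-expressing cells, 200/well, pre-treated with compound, then stimulated with EC80 TSH (4nM final) for 2 hours at 37 deg C. cAMP measured by competitive HTRF: anti-cAMP cryptate antibody in lysis buffer plus cAMP-d2, read after 30 minutes at room temperature.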
PTAP TSG101 blk: blocks PTAP/TSG101 interaction to inhibit HIV-1 budding; Potency, µM (top dose mostly 115 µM), without a hit: at the highest dose activity change, negative = inhibition, actives largely listed as inhibitors; 340,000 tested, under 10 active; AID 493005; Q99816; Fluorescence polarization, FITC-PTAP peptide / Tsg101 binding; active = well fitted inhibition curve with a large enough effect in the main read-out, with a control signal flat, not every such curve was filed as active; inconclusive = small, poorly fitted or top-dose-only effect, or effect the other way, or a change in a side signal; inactive = no such curve, though single readings can be large or run the other way; also: potency is read from the fitted curve at half-maximal effect; % of control where 0% means no effect
Target sequence (Q99816 whole entry, looked up): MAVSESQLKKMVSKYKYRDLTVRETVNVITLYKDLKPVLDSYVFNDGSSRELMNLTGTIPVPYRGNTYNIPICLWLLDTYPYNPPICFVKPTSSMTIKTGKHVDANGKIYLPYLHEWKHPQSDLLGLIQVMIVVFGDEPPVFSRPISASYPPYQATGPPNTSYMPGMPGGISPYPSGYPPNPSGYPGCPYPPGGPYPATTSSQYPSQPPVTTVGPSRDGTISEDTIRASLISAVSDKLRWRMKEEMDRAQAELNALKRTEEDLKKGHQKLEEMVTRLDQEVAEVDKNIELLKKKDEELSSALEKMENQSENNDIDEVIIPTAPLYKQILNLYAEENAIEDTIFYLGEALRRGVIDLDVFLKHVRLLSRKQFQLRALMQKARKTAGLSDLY
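Compounds were pin-transferred onto Tsg101 binding domain (10 uM final) in HEPES pH 7.5 buffer, then FITC-PTAP peptide was added at 50 nM final. After 20 min at RT, polarization reported peptide displacement across a qHTS concentration series.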
BCR signal inh: blocks chronic active B-cell receptor signaling | ABC-DLBCL IkBa-CBG/CBR reporter, luminescence ratio, 4 h | Potency, µM (highest dose often 46.1 µM), without a hit: at the top dose ratio change, negative = lower green/red ratio, hits mostly inhibitors | 340,000 tested, 0.05% active | AID 493014; active = well fitted inhibition curve with a large enough effect in the signal ratio, with a control signal flat, not every such curve was filed as active; inconclusive = small, poorly fitted or top-dose-only effect, or effect the other way, or a change in a side signal; the % refers to the signal ratio;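 also: potency is read from the fitted curve at half-maximal effect; plate controls were basal doxycycline-induced cells for no effect and cells given 10 µM MG132 for full effect; MG132 reads +100%, hits lower the ratio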
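Compounds up to 46 uM were incubated four hours with TMD8 cells whose green CBG68 luciferase is fused to IkappaBalpha; red CBR luminescence normalised the signal, and concentration-effect curves were fitted to fusion, red and ratio data.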
Starred values were filed as active, the others as inactive; ? = inconclusive; . = no result given; [ ] = dose if it differs, or a comment. Unless noted, calls follow the shape of the dose curve; as a rule, active = well fitted curve in the direction sought with a large enough effect; inconclusive = small, poorly fitted or top-dose-only effect, or another doubt; inactive = no such curve, though single readings can be large; an effect the other way counts as inactive or inconclusive. Rows were taken by chance; 3.2% or so of the library scored in one or more.

SMILES | AT treatment | ASM inhibitor | Mito fusion yeast | Eya2 phos inh | TCR act | Tb PFK inh | ELG1 DNA repair | Integrin act MD | TSHR antag | PTAP TSG101 blk | BCR signal inh
CC(C)Oc1ccc(S(=O)(=O)N2CCCCC2)cc1NC(=O)C1=COCCO1 | -4% | -1% | 8% | 0% | 8% | 0% | -2% | 4% | -1 | 1% | 4%
Cc1ccc(S(=O)(=O)c2c(N)n(NC(=O)C3CC3)c3nc4ccccc4nc23)cc1 | 9% | 454%[activator] | -1% | 4% | 0% | -4% | 0% | 34% | -1 | -5% | 5%
O=C(O)CCC(=O)Nc1cccc(C(=O)Nc2cccc(Cl)c2)c1 | 1% | 0% | 2% | 6% | -33% | 0% | 2% | 3% | -3 | 0% | -13%
COc1ccc(N2CCN(CCNC(=O)C3CCN(S(=O)(=O)c4cccs4)CC3)CC2)cc1 | 2% | -2% | 4% | 4% | -6% | 6% | -11% | 5% | 1 | 0% | 0%
CCOC(=O)c1ccc(NC2c3ccccc3C(=O)N2c2ccccn2)cc1 (centres undefined) | -4% | 1% | 1% | 22% | -7% | 0% | 19% | 28% | 1 | 1% | -27%
O=C(c1ccco1)N1CCN(C(=O)c2cc(-c3ccccn3)nc3ccc(Cl)cc23)CC1 | . | -1% | 0% | -17% | -1% | -1% | 10µM* | -20% | 3 | -12% | ?
Cc1ccc(S(=O)(=O)N2CCN(C(=O)C3CSC4(C)CCC(=O)N34)CC2)cc1C (centres undefined) | 8% | 0% | 0% | 15% | 0% | -9% | ? | 8% | 3 | -4% | 11%
Cc1cccc(C)c1Nc1nnc(SCc2nc3ccccc3c(=O)[nH]2)s1 | -3% | 4% | 2% | 7% | -6%[46.1 µM] | ? | -1% | 8% | -6 | 1% | 1%
CCCn1c(N)c(C(=O)CSc2nnc(C3CC3)n2-c2ccccc2)c(=O)[nH]c1=O | 11% | 2% | 2% | -9% | -1% | 0% | -5% | 19% | -17 | 0% | -2%
COc1ccc(-c2cc(C(F)(F)F)c3c(=O)n(-c4ccccc4)[nH]c3n2)cc1 | 2% | -20% | 13% | -2% | 3% | -2% | -15% | -8% | -23 | 0% | -3%
CC(=O)c1ccc(CCCC(=O)O)cc1 | 2% | 9% | 1% | 18% | -3% | 0% | 0% | -71%[inhibitor] | -7 | 3% | 9%
COc1ccc(C(=O)c2c3ccc([N+](=O)[O-])cc3[n+]([O-])n2CCCC(N)=O)cc1 | -28% | -14% | 19% | 2% | 5% | 0% | -20% | -6% | -1 | -1% | 5%

Shown with two lines to a compound: entries from further up
Fields: AT treatment	ASM inhibitor	Mito fusion yeast	Eya2 phos inh	TCR act	Tb PFK inh	ELG1 DNA repair	Integrin act MD	TSHR antag	PTAP TSG101 blk	BCR signal inh
Cc1ccc(S(=O)(=O)c2c(N)n(NC(=O)C3CC3)c3nc4ccccc4nc23)cc1
 : 9%	454%[activator]	-1%	4%	0%	-4%	0%	34%	-1	-5%	5%
COc1ccc(-c2cc(C(F)(F)F)c3c(=O)n(-c4ccccc4)[nH]c3n2)cc1
 : 2%	-20%	13%	-2%	3%	-2%	-15%	-8%	-23	0%	-3%
CC(=O)c1ccc(CCCC(=O)O)cc1
 : 2%	9%	1%	18%	-3%	0%	0%	-71%[inhibitor]	-7	3%	9%

Further results:
SMILES | AT treatment | ASM inhibitor | Mito fusion yeast | Eya2 phos inh | TCR act | Tb PFK inh | ELG1 DNA repair | Integrin act MD | TSHR antag | PTAP TSG101 blk | BCR signal inh
O=S(=O)(Nc1ccc(F)cc1)c1cccc2nsnc12 | 5% | -2% | 8% | -8% | 7% | 1% | -13% | -8% | -9 | -3% | 0%
Cc1ccccc1CC(=O)NCCN1CCCCC1 | 0% | 2% | -1% | -12% | . | 1% | -4% | 3% | 7 | -2% | 7%
Cc1ccc(S(=O)(=O)N2CCCCC2)cc1NC(=O)c1cc(=O)[nH]c2ccccc12 | 11% | -14% | -4% | -21% | . | -1% | 0% | 20% | -10 | 2% | 3%
CC(C)(C)OC(=O)N1CC2Cc3[nH]c(=O)ccc3C(C2)C1 (centres undefined) | . | 4% | -3% | -22% | 0% | 2% | 24% | 10% | 14 | -3% | 4%
CC1C(=O)NN=C1C(=O)N/N=C/c1ccco1 (centres undefined) | 9% | 5% | -5% | 8% | 1% | 1% | 12% | -27% | -2 | -10% | ?
O=[N+]([O-])c1ccc(CN2CCCCCC2)s1 | -2% | 1% | -1% | 6% | 1%[46.1 µM] | -24% | 27% | -34% | 5 | -2% | ?
COc1ccc(-c2cc(CNC(=O)CN(C)Cc3ccccc3)on2)cc1 | 16% | 3% | 0% | -2% | -2% | 0% | -4% | 19% | 2 | -1% | 4%
O=C(Nc1nc2ccc(Cl)cc2s1)c1cccc(N2C(=O)CCC2=O)c1 | 4% | 5% | -4% | -9% | -7% | ? | ? | 26% | -3 | 4% | ?
Cc1ccc(S(=O)(=O)N2CCCC2C(=O)OCC(=O)Nc2ccc3c(c2)OCO3)cc1 (centres undefined) | 8% | 2% | 1% | 9% | -2% | 1% | 0% | 3% | 6 | -2% | ?
COc1cccc(CNc2nc3ccc(C)cc3n3cnnc23)c1 | -2% | 2% | 2% | 8% | -1% | 1% | ? | ? | -7 | 1% | 6%
Cc1ccc(NS(=O)(=O)Cc2ccccc2)nc1 | -1% | 0% | -5% | 2% | 1% | 5% | ? | 0% | 23 | -8% | -13%
CC1(c2nnc(-c3ccccc3)o2)CC(c2cccc(Cl)c2)=NO1 (centres undefined) | -3% | -14% | 3.2µM* | 2% | -6% | 3% | ? | -17% | -7 | -3% | -22%

Molecules shown so far containing fluorine (two):
SMILES | AT treatment | ASM inhibitor | Mito fusion yeast | Eya2 phos inh | TCR act | Tb PFK inh | ELG1 DNA repair | Integrin act MD | TSHR antag | PTAP TSG101 blk | BCR signal inh
COc1ccc(-c2cc(C(F)(F)F)c3c(=O)n(-c4ccccc4)[nH]c3n2)cc1 | 2% | -20% | 13% | -2% | 3% | -2% | -15% | -8% | -23 | 0% | -3%
O=S(=O)(Nc1ccc(F)cc1)c1cccc2nsnc12 | 5% | -2% | 8% | -8% | 7% | 1% | -13% | -8% | -9 | -3% | 0%

The list goes on:
SMILES | AT treatment | ASM inhibitor | Mito fusion yeast | Eya2 phos inh | TCR act | Tb PFK inh | ELG1 DNA repair | Integrin act MD | TSHR antag | PTAP TSG101 blk | BCR signal inh
CC(C)OCCCN1CN(S(=O)(=O)c2ccc(Cl)cc2)c2nc3ccccc3nc21 | 17% | -6% | 1% | -3% | -3% | -5% | 10% | 1% | -3 | -7% | 14%
Cc1nc2cc(C(=O)O)ccc2s1 | 4% | 2% | 2% | 31% | -18% | 13% | ? | 9% | 8 | 0% | ?
COc1ccc(C(=O)/C=C/Nc2ccc([N+](=O)[O-])cc2C)cc1OC | -4% | 8% | -10% | 15% | -14% | -2% | ? | 1% | -1 | ? | 3%
O=C(c1cnn(C(=O)COc2ccccc2F)c1)c1cc(F)ccc1O | . | 2% | 12% | -2% | 4% | 5% | -32% | -5% | 3 | -2% | -9%
CCc1nc2c(sc3nc4c(cc32)COC(C)(C)C4)c(=O)n1Cc1ccco1 | 13% | -5% | 11% | 3% | -1% | -22% | ? | -21% | -15 | 2% | -11%
O=C(CN1CCOCC1)Nc1ccc([N+](=O)[O-])cc1Br | 0% | 3% | 1% | -10% | 3% | 2% | ? | 3% | 0 | 0% | 0%
c1ccc(-c2nnc(CSc3ccc4c(c3)OCCO4)o2)cc1 | 15% | -1% | 0% | -2% | 1% | 2% | 5% | -16% | -11 | 0% | -2%
O=C(NCc1ccc(F)cc1)C1CCC(CNc2c(N3CCOCC3)c(=O)c2=O)CC1 (centres undefined) | 3% | 5% | -3% | 6% | 0% | 2% | -8% | 8% | 3 | 1% | -1%

Bioassay records deposited in PubChem BioAssay by National Center for Advancing Translational Sciences (NCATS).
